TAG inh: triacylglycerol accumulation inhibition | H9c2 cells, Nile Red lipid (TAG) fluorescence; cells loaded with 200 µM oleic acid | inhibition, % at 12.5 µM | 230,000 compounds, 0.66% hits | AID 651582;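 active = pattern-corrected inhibition of lipid staining of at least 50% with the nuclear-stain viability signal not falling by more than 50%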;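 also: 0% = DMSO wells and 100% = triacsin C control wells; some results filed as inactive read as strong as hits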
TAG inh DAPI viability: also measured in TAG inh; calls as there; DAPI nuclei signal change (viability), lower = more cytotoxic, %;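 whole-well DAPI fluorescence read on a plate reader as a viability signal; minus 50 percent equals half of cells still viable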
Starred values were filed as active, the others as inactive. An excerpt (hit frequency here may not be typical).

1	COc1ccc(-c2ccc3c(c2)S(=O)(=O)c2cccc(C(=O)NCc4cc(C)oc4C(F)(F)F)c2C3=O)cc1OC
2	COc1ccc(C2(c3ccc(OC)cc3)NC(=O)N(CC(=O)N3CCOCC3)C2=O)cc1
3	CCN(CC)C(=O)c1sc(NC(=O)Cc2ccccc2)c(C#N)c1C
4	COc1ccccc1NC(=O)NC(=O)c1ccccc1
5	CC1(C)Cc2cccc(OCC(=O)Nc3nccs3)c2O1
6	C/C(=N\NC(=O)COc1ccc(C(C)(C)C)cc1)c1cc2ccccc2o1
Screen / compound no. | 1 | 2 | 3 | 4 | 5 | 6
TAG inh | 23 | 12 | -19 | -10 | 3 | -5
TAG inh DAPI viability | -2 | -9 | -5 | -1 | 5 | 7

Single entries from above:
Under TAG inh, cpd 3 has -19
Under TAG inh DAPI viability, cpd 2 has -9

Following part
7	CN(CC(=O)Nc1ccc(Cl)cc1)C(=O)CNC(=O)c1ccc2c(c1)OCO2
8	COc1cccc(-c2ccc(C#N)c(SCC(=O)NCc3ccco3)n2)c1
9	CCC(=O)NCc1ccc(-c2nc3ncccc3o2)cc1
10	COc1cccc(-c2ccc(NC(=O)C3CCCN(Cc4cc(C)[nH]n4)C3)cc2)c1 (stereo not given)
11	Cn1cccc1C(=O)NNC(=O)COc1ccccc1F
12	O=C(c1cccs1)N1CCN(Cc2nc3ccccc3c(=O)[nH]2)CC1
Screen / compound no. | 7 | 8 | 9 | 10 | 11 | 12
TAG inh | 1 | -12 | 0 | 19 | 9 | -22
TAG inh DAPI viability | -8 | 22 | 0 | 6 | -4 | -1

13	CCN(C(=O)COC(=O)Cc1c[nH]c2ccccc12)C1CCS(=O)(=O)C1 (stereo not given)
14	Cn1c(-c2ccsc2)c(-c2cccs2)c2cc(-c3cccc4[nH]ccc34)ccc21
15	COc1ccccc1N1CCN(CC(=O)N(CC(C)C)c2c(N)n(CC(C)C)c(=O)[nH]c2=O)CC1
16	O=C(Nc1ccnn1C1CCN(C(=O)c2ccc(F)cc2)CC1)C1CCOC1 (stereo not given)
17	Cc1ccc(C(=O)O)cc1NC(=O)CSc1ncnc2sc3c(c12)CCC3
18	O=C(Nc1nncs1)c1ccccc1NS(=O)(=O)c1cccs1
Screen / compound no. | 13 | 14 | 15 | 16 | 17 | 18
TAG inh | 6 | -22 | 7 | -9 | -1 | 1
TAG inh DAPI viability | -1 | 10 | -3 | -10 | -2 | 22

Arranged by number of heavy atoms (falling): part of the list above.
14	Cn1c(-c2ccsc2)c(-c2cccs2)c2cc(-c3cccc4[nH]ccc34)ccc21
16	O=C(Nc1ccnn1C1CCN(C(=O)c2ccc(F)cc2)CC1)C1CCOC1 (stereo not given)
13	CCN(C(=O)COC(=O)Cc1c[nH]c2ccccc12)C1CCS(=O)(=O)C1 (stereo not given)
Screen / compound no. | 14 | 16 | 13
TAG inh | -22 | -9 | 6
TAG inh DAPI viability | 10 | -10 | -1

Other entries follow:
19	CCC(C)CCN1C(Nc2ccccc2)=NC[C@@H]1Cc1ccccc1 (stereo not given in full)
20	Cc1ccc(NC(=O)COC(=O)c2ccc(C)c(S(=O)(=O)N3CCOCC3)c2)cc1
21	CSc1nc(-c2ccccc2)nc(N2CCOCC2)c1C(C)=O
22	O=C(O)c1ccc(-c2noc(-c3cccc(C(F)(F)F)c3)n2)cc1
23	CC(C)C[C@H](NC(=O)OC(C)(C)C)c1nnc(SCC(=O)Nc2ccc(Br)cc2)o1
24	CCCS(=O)(=O)NC(=O)C1(C)CCCN(C(=O)c2ccncc2)C1 (stereo not given)
Screen / compound no. | 19 | 20 | 21 | 22 | 23 | 24
TAG inh | 17 | -14 | 11 | -4 | 0 | 1
TAG inh DAPI viability | 7 | -4 | 2 | 9 | 10 | 3

25	CCn1c(SCc2ccccc2)nc2c(c1=O)SCC2
26	Cc1nnc(-c2cnn(C)c2N)n1Cc1ccccc1F
27	CCC(Cc1ccccc1)NC(=O)C1CCN(S(=O)(=O)c2ccc3c(c2)CC(C)N3C(C)=O)CC1 (stereo not given)
28	C=CCN1C(=O)/C(=C\c2ccc(Oc3nc(N4CCOCC4)nc(N4CCOCC4)n3)c(OC)c2)SC1=S
29	COc1ccc(NC(=O)CSc2n[nH]c(=O)n2C2CC2)cc1Cl
30	COc1ccc(-c2csc(-c3cccnc3)n2)cc1C
Screen / compound no. | 25 | 26 | 27 | 28 | 29 | 30
TAG inh | -14 | -11 | 1 | 8 | 1 | -12
TAG inh DAPI viability | -11 | 6 | -7 | -9 | -6 | 16

31	Cc1ccc(SCc2cc(=O)[nH]c(SCC(=O)Nc3cc(Cl)ccc3Cl)n2)cc1
32	CC(OC(=O)CSc1ccc(F)cc1)C(=O)NC1(C#N)CCCCC1 (stereo not given)
33	COc1ccc(/C=N/NC(=O)CN2CCCc3ccccc32)c(OC)c1
34	COc1ccc(C2Nc3ccccc3C(=O)N2Cc2ccco2)cc1COc1ccc([N+](=O)[O-])cc1 (stereo not given)
35	Cc1cc(C)c(NC(=S)NCCO)c(C)c1
36	COc1cc2oc3ccccc3c2cc1N(CC(=O)N(C)C)S(=O)(=O)c1ccc(C)cc1
Screen / compound no. | 31 | 32 | 33 | 34 | 35 | 36
TAG inh | -2 | -14 | 17 | 12 | -5 | -17
TAG inh DAPI viability | 2 | 3 | 5 | -7 | 9 | 2

37	Cc1cccc(NC(=O)c2ccc(NC(=O)CC3SC(N4CCCC4)=NC3=O)cc2)n1 (stereo not given)
38	Cc1c(C(=O)OCCOc2ccccc2)[nH]c2c1C(=O)CCC2
39	O=C(CN(C1CCCCC1)S(=O)(=O)c1ccc(Cl)cc1)N1CCOCC1
40	Cc1cccc2cc(CN(Cc3ccco3)C(=O)NC3CCCCC3)c(=O)[nH]c12
41	Cc1ccn2c(Nc3ccc4c(c3)OCO4)c(-c3ccc(O)cc3)nc2c1
42	Cc1cc(O)cc(O)c1-c1onc(C(F)(F)F)c1-c1cscn1
Screen / compound no. | 37 | 38 | 39 | 40 | 41 | 42
TAG inh | 12 | -17 | -10 | 5 | -2 | -11
TAG inh DAPI viability | -1 | 8 | -10 | 3 | 16 | 9

43	O=C(c1cc(COc2c(F)cccc2F)on1)N1C[C@H]2CC[C@H]1C2
44	O=C(CC1SC(N2CCOCC2)=NC1=O)Nc1cccc(C(F)(F)F)c1 (stereo not given)
45	COc1ccc(Nc2cccc3ccccc23)cc1
46	O=C(NC(=S)Nc1ccc(N2CCN(C(=O)c3ccccc3)CC2)cc1)c1cccs1
47	CCN1C(=O)C(CC(=O)Nc2ccc(Br)cc2)N(CCCc2ccccc2)C1=S (stereo not given)
48	COc1ccc(C2c3c(oc4ccc(Cl)cc4c3=O)C(=O)N2CCN2CCOCC2)cc1 (stereo not given)
Screen / compound no. | 43 | 44 | 45 | 46 | 47 | 48
TAG inh | 10 | -20 | 65* | 8 | -16 | 9
TAG inh DAPI viability | 6 | 7 | 3.6* | -6 | 10 | -1

49	CCCCCCSc1ccc(-c2nc3cnccn3c2NCCCC)cc1
50	COc1cc(SC)ccc1C(=O)NCCc1c[nH]c2ccccc12
51	COc1cc(Cn2c(=O)oc3ccc(C)cc32)ccc1OC(C)C
52	CN(C)c1cc(Cl)c2nonc2c1N
53	C=CCOC(=O)C1=C[C@H](C2CC2)[C@@H](CCCO)[C@H](OCC)O1
54	O=C(NCCCN1CCN(c2ccccc2F)CC1)C1CC(=O)N(C2CCCC2)C1 (stereo not given)
Screen / compound no. | 49 | 50 | 51 | 52 | 53 | 54
TAG inh | 7 | -5 | 10 | 8 | 2 | -8
TAG inh DAPI viability | 3 | 0 | -6 | -11 | 3 | -11

Single records (already shown):
Listed for COc1cc(SC)ccc1C(=O)NCCc1c[nH]c2ccccc12 → TAG inh: -5; TAG inh DAPI viability: 0
Listed for C=CCOC(=O)C1=C[C@H](C2CC2)[C@@H](CCCO)[C@H](OCC)O1 → TAG inh: 2; TAG inh DAPI viability: 3

Remaining list, next part
55	CC(Oc1ccc(Cl)cc1Cl)C(=O)Nc1ccc(O)cc1 (stereo not given)
56	N#Cc1ccccc1OCC(=O)OCC(=O)c1ccc2c(c1)NC(=O)CO2
57	CC(c1ccco1)N(C(=O)CSc1ccc(Br)cc1)c1ccccn1 (stereo not given)
58	COc1ccc(OCCN2CCC(C(=O)NC(c3ccccn3)c3ccccc3OC)CC2)cc1 (stereo not given)
59	CCN1C(=NCC(C)C)N[C@@H](c2cccc(F)c2)C(C(=O)OC)=C1C
60	CCN1C(=O)[C@H]2[C@@H](c3ccc(-c4ccc(F)cc4)cc3)N[C@@](Cc3ccccc3)(C(=O)OC)[C@H]2C1=O
Screen / compound no. | 55 | 56 | 57 | 58 | 59 | 60
TAG inh | -17 | -9 | -8 | 12 | 8 | 4
TAG inh DAPI viability | 0 | -2 | -14 | 16 | -4 | -11

Two compounds picked at random from those above, as already listed:
57	CC(c1ccco1)N(C(=O)CSc1ccc(Br)cc1)c1ccccn1 (stereo not given)
55	CC(Oc1ccc(Cl)cc1Cl)C(=O)Nc1ccc(O)cc1 (stereo not given)
Screen / compound no. | 57 | 55
TAG inh | -8 | -17
TAG inh DAPI viability | -14 | 0

Carrying on:
61	COc1ccc(C(c2nnnn2C2CCCC2)N2CCC(C(N)=O)CC2)c(OC)c1 (stereo not given)
62	Nc1c(NCCN2CCCCC2)c2ccccc2oc1=O
63	COc1ccc(CCNc2ncnc3c2nnn3Cc2ccccc2)cc1OC
64	COc1ccccc1C(=O)NCCC(=O)NCCOc1ccccc1
65	COc1ccc(CNC(=O)CCSc2nc(-c3ccc4c(c3)OCO4)cc(C(F)(F)F)n2)cc1
66	O=C(CCC(=O)Nc1ccc(F)cc1)N/N=C/c1cc([N+](=O)[O-])ccc1O
Screen / compound no. | 61 | 62 | 63 | 64 | 65 | 66
TAG inh | -30 | 7 | -4 | 1 | 16 | 14
TAG inh DAPI viability | 2 | 1 | 0 | 6 | 3 | -12

67	COCc1cc(C)nc(SCC(=O)Nc2ccc3c(c2)OCCO3)c1C#N
68	CC(=O)Nc1ccccc1C(=O)C(=O)Nc1cccc(F)c1
69	Cc1cccc(Cc2nnc(CCC(=O)NCc3cnc4ccccn34)o2)c1
70	O=C(Cn1c(NCCCO)nc2ccccc21)c1ccc(Cl)cc1Cl
71	CCCC(=O)Nc1nnc(SCC(=O)NCc2ccc3c(c2)OCO3)s1
72	CCCCNC(=O)C1(C)CCN1C(=O)c1cc(F)ccc1C (stereo not given)
Screen / compound no. | 67 | 68 | 69 | 70 | 71 | 72
TAG inh | 2 | 6 | -6 | -10 | -17 | -3
TAG inh DAPI viability | 2 | 13 | 9 | 6 | 4 | 2

73	CCOC(=O)[C@H]1[C@H]2COc3cc(OC)ccc3[C@@H]2N2C(=O)N(c3ccc(Cl)cc3)C(=O)[C@@]12C
74	Clc1ccc(Oc2cnns2)cc1Cl
75	CCCc1cc(=O)[nH]c(SCC(=O)Nc2sccc2C#N)n1
76	CCC(C)Sc1cc(-c2nc3ccc(Cl)cn3c2NC2CCCCC2)ccc1OC (stereo not given)
77	CCc1ccccc1NC(=O)CSc1nnc(Cn2cnc3ccccc32)o1
78	COc1ccc(CC(=O)Nc2c3c(nn2C(C)(C)C)CS(=O)(=O)C3)cc1OC
Screen / compound no. | 73 | 74 | 75 | 76 | 77 | 78
TAG inh | -27 | 0 | -6 | 31 | 1 | -10
TAG inh DAPI viability | 6 | 8 | -1 | 65 | 3 | 9

79	Cc1ccccc1S(=O)(=O)Nc1ncnc2scc(-c3ccccc3)c12
80	COc1cc(O)c(C(=O)CC(=O)c2ccncc2)c(OC)c1
81	COc1cccc(NC(=O)N2CCOCC2)c1
82	COc1ccc(S(=O)(=O)Nc2c(F)cccc2F)cc1
83	C[C@@H]1CN([C@@H](C)CO)C(=O)CCCn2nncc2CO[C@H]1CN(C)S(=O)(=O)c1cccc(C#N)c1
84	COc1ccccc1/C=C/C(=O)OCC(=O)Nc1ccccc1Sc1ccccc1
Screen / compound no. | 79 | 80 | 81 | 82 | 83 | 84
TAG inh | -1 | -5 | 3 | -10 | -22 | -14
TAG inh DAPI viability | 10 | 4 | 9 | -8 | 6 | 13

85	CC(=O)C(Sc1nc(NC(C)(C)C)nc(N(C)C)n1)C(C)=O
86	Cc1ccc([C@H]2C[C@@H](n3cc(COC(=O)c4ccccc4)nn3)[C@H](O)CN2C(=O)C2CCCCC2)cc1
87	CCN(CC(=O)Nc1c(F)cccc1F)C(=O)C1CCCN(C(=O)c2ccc(Cl)cc2)C1 (stereo not given)
88	COc1cc(C2C(C(=O)c3ccc(C)o3)=C(O)C(=O)N2CCCn2ccnc2)cc(OC)c1OC (stereo not given)
89	CC(Cn1cncn1)NC(=O)c1cc(COc2cccc(C(F)(F)F)c2)on1 (stereo not given)
90	O=S(=O)(Nc1ncccn1)c1ccc(NC(=S)N2CCN(Cc3ccc(F)cc3Cl)CC2)cc1
91	O=C(N/N=C/c1cc(Cl)c(O)c(Cl)c1)c1cc2c(ccc3ccccc32)o1
92	O=C(CN1CCN(Cc2ccc(F)cc2Cl)C1=O)NCCCN1CCOCC1
Screen / compound no. | 85 | 86 | 87 | 88 | 89 | 90 | 91 | 92
TAG inh | -3 | -8 | 28 | 7 | -6 | -10 | 4 | -8
TAG inh DAPI viability | -5 | 8 | -18 | -9 | -3 | 9 | 0 | -7

Assay outcomes as filed in PubChem.
